# Compound activity (PubChem)
# VLA-4 antagonist – inhibitors of LDV-FITC binding to Mn2+-activated VLA-4, primary screen, Jurkat cells | LDV-FITC binding with Mn2+, flow cytometry; 100% = Mn2+-driven binding gain fully reversed | 0.2% of 24,000 active | inhibition, % at 10 µM (by protocol);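 active means inhibition above 50%; inconclusive means compound itself fluorescent, judged against control cell fluorescence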;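 further: 0% = Mn2+ stimulated cells lacking compound and 100% = ligand binding without Mn2+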
# Target sequence (P13612 whole entry, looked up): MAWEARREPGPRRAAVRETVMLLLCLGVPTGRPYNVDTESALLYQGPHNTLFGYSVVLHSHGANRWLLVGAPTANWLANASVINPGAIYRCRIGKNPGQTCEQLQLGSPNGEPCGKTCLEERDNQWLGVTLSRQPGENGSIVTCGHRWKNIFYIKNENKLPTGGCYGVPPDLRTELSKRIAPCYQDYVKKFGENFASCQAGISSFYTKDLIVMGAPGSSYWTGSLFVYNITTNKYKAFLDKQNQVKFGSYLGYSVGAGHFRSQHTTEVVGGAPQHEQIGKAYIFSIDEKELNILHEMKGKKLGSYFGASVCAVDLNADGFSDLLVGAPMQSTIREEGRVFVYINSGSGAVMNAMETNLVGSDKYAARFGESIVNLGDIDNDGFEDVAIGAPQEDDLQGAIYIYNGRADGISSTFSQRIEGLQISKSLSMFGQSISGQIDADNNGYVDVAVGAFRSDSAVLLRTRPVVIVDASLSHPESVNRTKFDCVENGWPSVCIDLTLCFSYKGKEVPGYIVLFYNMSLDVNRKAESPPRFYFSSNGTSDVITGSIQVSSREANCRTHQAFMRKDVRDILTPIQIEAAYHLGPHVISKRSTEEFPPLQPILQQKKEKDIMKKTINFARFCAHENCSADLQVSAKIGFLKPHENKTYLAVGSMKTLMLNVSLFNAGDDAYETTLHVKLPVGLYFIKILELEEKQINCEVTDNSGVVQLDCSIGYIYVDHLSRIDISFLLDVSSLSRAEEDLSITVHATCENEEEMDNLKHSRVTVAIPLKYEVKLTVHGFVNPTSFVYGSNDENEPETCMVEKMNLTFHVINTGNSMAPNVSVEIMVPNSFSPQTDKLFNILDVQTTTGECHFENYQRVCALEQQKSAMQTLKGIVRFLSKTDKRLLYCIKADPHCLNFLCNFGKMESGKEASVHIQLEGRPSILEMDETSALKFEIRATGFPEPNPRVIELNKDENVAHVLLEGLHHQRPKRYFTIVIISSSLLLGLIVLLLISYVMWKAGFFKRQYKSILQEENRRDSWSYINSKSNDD
# Jurkat autofluor – compound autofluorescence on Jurkat cells, primary screen, artefact control for VLA-4 allosteric ligand project, cell-based, flow cytometry. stronger effect = higher value; 1 = vehicle-only cell background. fluorescence ratio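 (tested at 10 µM compound in the well)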. 0.61% of 24,000 active;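 active means fluorescence ratio above 2.44, which is 1 plus 3 SD of all ratios; inconclusive means signal too bright to measure linearly, ratio around 10 or more; inactive means fluorescence ratio below 2.44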;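 further: green fluorescence of cells measured with 488 nm excitation and 530 nm emission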
# Prostate diff – activators of LNCaP prostate cell differentiation, primary screen, flow cytometry side scatter. 0.56% of 24,000 active. 4 d. AID 795, 2007. side scatter shift, % at 10 µM;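 active means side scatter shift above 30%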;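 further: androgen-responsive LNCaP prostate cancer cells in charcoal-stripped serum medium; percent of cells past a gate set so DMSO wells show 10% shift; higher shift means more granular cells and more differentiation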
# VLA-4 agonist – enhancers of LDV-FITC binding to VLA-4 integrin, primary screen, Jurkat cells, flow cytometry | 24,000 tested, under 10 active | activation, % at 10 µM (by protocol) | Integrin alpha-4 (Homo sapiens), P13612;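 active means fluorescent ligand binding to cells raised by more than 40% of the manganese-induced maximum; inconclusive means compound's own fluorescence above 85% of the ligand control signal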;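 further: 0% = ligand binding without compound and 100% = manganese-stimulated maximal binding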
# * = called active by the depositor; ? = inconclusive; . = no result given.
VLA-4 antagonist	Jurkat autofluor	Prostate diff	VLA-4 agonist	canonical_smiles
-11	1	7	2	CC(C)(C)OC(=O)N1CCC(c2c(C(=O)O)cnn2-c2ccccc2Cl)CC1
-5	0.84	9	7	CCOC(=O)N1CCN(C(=O)CC(=O)Nc2ccc3nc4n(c(=O)c3c2)CCCCC4)CC1
-10	1	6	5	CCCOc1ccc(C(=O)NCCCn2ccnc2)cc1
-29	0.94	2	-12	O=C(CN(Cc1ccc2c(c1)OCO2)C(=O)CNS(=O)(=O)c1ccccc1)NCc1ccco1
-8	0.99	20	-3	CCOP(=O)(c1ccc(N(C)C)cc1)C(O)c1c(Cl)cccc1Cl (centres undefined)
-6	1.1	10	2	COc1ccc(S(=O)(=O)Cc2ccc(C(=O)N3CCN(C4CCCCC4)CC3)o2)cc1
20	1.1	4	-3	CC(C)C(NS(=O)(=O)c1cccs1)C(=O)NCc1ccc2c(c1)OCO2 (centres undefined)
10	1.1	9	-4	Cc1ccc(Cn2nc(C)c(NC(=O)c3cc(-c4ccc5c(c4)OCO5)on3)c2C)cc1
-20	0.97	5	6	CCN1CCN(C(c2cccc(OC)c2)c2sc3nc(C)nn3c2O)CC1 (centres undefined)
-10	1	5	-5	CS(=O)(=O)c1ccc2nc(NC(=O)c3cccs3)sc2c1
-16	1.1	7	-2	CCN(CC)C(=O)c1sc(NC(=O)c2ccco2)c(C#N)c1C
14	1.1	9	-5	CCOc1ccc(-c2nc(N)ncc2-c2ccccc2)c(O)c1
-6	1.1	22	1	COc1ccc(NC(=O)c2oc3ccccc3c2NC(=O)COc2ccccc2OC)c(OC)c1
-11	1.1	7	-4	CC(C)OC(=O)CSc1nc2cccnc2n1C1CCCCC1
2	1.1	6	-1	CCOC(=O)c1nnn(-c2nonc2N)c1-c1cccs1
-1	1.1	7	0	CCNS(=O)(=O)c1ccc(NC(=O)c2cc(C(F)(F)F)nn2C)cc1
-20	0.97	2	7	CCC(C)(C(=O)NC1CCCCC1)N(C(=O)c1cnccn1)c1c(C)n(C)n(-c2ccccc2)c1=O (centres undefined)
-22	1	4	1	COc1ccc(-n2c(Cn3c(=O)sc4ccccc43)nnc2SCC(=O)N2CCCC2)cc1
?	1.2	2	?	O=C(C1CC1)N1CCc2cc(Br)cc(S(=O)(=O)N3CCCCCC3)c21
-2	1.1	8	1	Cc1cc(C)c(C#N)c(Nc2ccc3c(c2)OCCO3)n1
0	0.98	8	2	CC1CCc2nn(CC(=O)NCc3ccc4c(c3)OCO4)cc2C1 (centres undefined)
-18	0.91	5	10	CCOc1ccc(N(CC(=O)OC)S(=O)(=O)c2ccc(OC)c(OC)c2)cc1
?	0.83	44*	?	CCN1CCN(CCNC(=O)C2CCCN(Cc3nc(-c4cccc(Cl)c4)oc3C)C2)CC1 (centres undefined)
-18	1.1	16	6	COc1ccc(S(=O)(=O)Nc2ccccc2SC)cc1C
9	1.1	3	-2	Cc1ccc(S(=O)(=O)C2(C(=O)N3CCN(C4CCCCC4)CC3)CC2)cc1
-12	1.1	13	2	CCC(=O)N1C(C(=O)O)CSC1c1ccc(OC)cc1 (centres undefined)
-18	1	6	1	CC1(C)CC(=O)c2cnc(NC(=O)Cc3ccc(Cl)cc3)nc2C1
6	1.1	9	-2	CCN(CC)C(=O)C1CCCc2c1[nH]c1ccc(Cl)cc21 (centres undefined)
-1	1.1	7	-1	CC(C)(C)c1ccc(C(=O)Nc2cnccn2)cc1
0	1	8	-3	CCOC(=O)Nc1ccc(C(=O)Oc2ccccc2)c(O)c1
-13	1	8	4	C=C(C)CC1N(c2cccc(OC)c2)C(=O)C2C(C(=O)O)C3C=CC21O3 (centres undefined)
-2	0.97	15	3	CCOC(=O)N1CCC(NC(=O)C2CCCN(c3nc4ccccc4o3)C2)CC1 (centres undefined)
6	0.99	8	0	CCOC(=O)N1CCC(Nc2nc3ccccc3n3cnnc23)CC1
-23	0.99	10	2	CC(=O)c1c(OCC(=O)O)ccc2c(C)cc(=O)oc12
-1	1.1	7	-5	COc1ccc(Nc2nc(N)nc(CN3CCc4ccccc4C3)n2)cc1
-6	1	3	-6	Cc1cccc(Cc2c(C)nc3nc(SCC(=O)NCc4ccco4)nn3c2C)c1
-3	0.94	3	3	CCOC(=O)C1CCCN(C(=O)c2cn(C)c(=O)c3cc(OC)c(OC)cc23)C1 (centres undefined)
2	1.1	2	2	CCOC(=O)N1CCC(NC(=O)c2cnn3ccccc23)CC1
-14	1.1	14	0	COc1ccc(OC)c(NC(=O)CS(=O)(=O)c2ccccc2)c1
-21	1	6	2	O=C(NCc1ccc2c(c1)OCO2)C1CC(=O)N(CCc2ccccc2)C1 (centres undefined)
11	1.1	2	-5	COc1ccc(-n2c(Cc3cc(=O)[nH]c(=O)[nH]3)nnc2SCC(=O)N2CCC(C)CC2)cc1
6	1	10	-3	CC(=O)c1ccc(NC(=O)C2CCCN2S(=O)(=O)c2ccc(F)cc2)cc1 (centres undefined)
-17	1.1	1	6	Nn1c(CSc2ccccn2)nc2ccccc2c1=O
0	1.1	8	-2	CSCCC(N=CC1=C(O)CC(C)(C)CC1=O)C(=O)O (centres undefined)
-29	1.2	2	0	CC(=O)c1cc2c(O)c(O)ccc2o1
-3	1.1	16	2	COC(=O)c1ccccc1NC(=O)c1cc(-c2cccc(OC)c2)on1
-14	0.95	4	-6	O=C(Cn1nnc(-c2cc(Cl)ccc2-n2cnnn2)n1)N1CCCc2ccccc21
9	0.97	2	-2	CC(NC(=O)c1cccc(N2CCCC2=O)c1)c1ccc2c(c1)OCCO2 (centres undefined)
-6	1.1	6	-1	O=C(NCc1ccco1)C1CCN(c2nnc(-n3cccc3)s2)CC1
5	1	6	-1	Cn1c(=O)c2cc(S(=O)(=O)Nc3cccc(F)c3)ccc2n(C)c1=O
10	1.1	7	1	CCS(=O)(=O)n1nc(-c2ccc(Cl)cc2)nc1N
-5	1	10	2	COc1ccc(NC(=O)c2cc(-c3cccs3)on2)cc1OC
11	0.94	3	2	COc1ccc(Cn2c(=O)[nH]c3cc(C(=O)NCCCN4CCCCC4)ccc3c2=O)cc1
-12	1	5	-3	CC12CCC(C(=O)O)(C/C1=N\O)C2(C)C (centres undefined)
21	1.1	19	0	CCOc1ccc(CCNC(=O)C2CCN(c3nn4c(=O)cc(C)nc4s3)CC2)cc1OCC
9	1.1	7	0	O=C(O)CCCCNS(=O)(=O)c1ccc(Cl)c(C(F)(F)F)c1
-10	1.1	2	2	COc1ccc(NC(=O)c2cnc3n(c2=O)CCS3)cc1OC
-14	1.1	9	4	Cn1c(Cc2csc(N)n2)nnc1SCC(=O)NCc1ccccc1
-32	1.1	2	6	CCOC(=O)c1c(-c2ccc(C)o2)csc1NC(=O)COC(=O)c1cccs1
0	1	3	-3	COCCCN1C(=O)c2ccccc2C1C(=O)NC1CCCCCC1 (centres undefined)

# An excerpt from above in order of count of non-hydrogen atoms, lowest first:
VLA-4 antagonist	Jurkat autofluor	Prostate diff	VLA-4 agonist	canonical_smiles
-29	1.2	2	0	CC(=O)c1cc2c(O)c(O)ccc2o1
-12	1	5	-3	CC12CCC(C(=O)O)(C/C1=N\O)C2(C)C (centres undefined)
10	1.1	7	1	CCS(=O)(=O)n1nc(-c2ccc(Cl)cc2)nc1N
0	1.1	8	-2	CSCCC(N=CC1=C(O)CC(C)(C)CC1=O)C(=O)O (centres undefined)
9	1.1	7	0	O=C(O)CCCCNS(=O)(=O)c1ccc(Cl)c(C(F)(F)F)c1
-14	1.1	14	0	COc1ccc(OC)c(NC(=O)CS(=O)(=O)c2ccccc2)c1
-14	1.1	9	4	Cn1c(Cc2csc(N)n2)nnc1SCC(=O)NCc1ccccc1
-13	1	8	4	C=C(C)CC1N(c2cccc(OC)c2)C(=O)C2C(C(=O)O)C3C=CC21O3 (centres undefined)
6	1	10	-3	CC(=O)c1ccc(NC(=O)C2CCCN2S(=O)(=O)c2ccc(F)cc2)cc1 (centres undefined)
-32	1.1	2	6	CCOC(=O)c1c(-c2ccc(C)o2)csc1NC(=O)COC(=O)c1cccs1
-3	0.94	3	3	CCOC(=O)C1CCCN(C(=O)c2cn(C)c(=O)c3cc(OC)c(OC)cc23)C1 (centres undefined)
-14	0.95	4	-6	O=C(Cn1nnc(-c2cc(Cl)ccc2-n2cnnn2)n1)N1CCCc2ccccc21
11	0.94	3	2	COc1ccc(Cn2c(=O)[nH]c3cc(C(=O)NCCCN4CCCCC4)ccc3c2=O)cc1
21	1.1	19	0	CCOc1ccc(CCNC(=O)C2CCN(c3nn4c(=O)cc(C)nc4s3)CC2)cc1OCC

# (next part)
VLA-4 antagonist	Jurkat autofluor	Prostate diff	VLA-4 agonist	canonical_smiles
23	1	26	-1	CC(C)(C)C(=O)N=C1SC2CS(=O)(=O)CC2N1c1ccc2c(c1)OCO2 (centres undefined)
-19	1.1	3	7	O=C(NCC1CCCO1)C1CCN(S(=O)(=O)N2CCCC2)CC1 (centres undefined)
-7	1	15	-1	CCCCN(C)CCCNC(=O)CCn1nc(-c2ccccc2)ccc1=O
-6	1	26	4	Cc1ccc(C)c(N2CCN(CCCNC(=O)Cn3cc4c(n3)CCC(C)C4)CC2)c1 (centres undefined)
-4	0.97	18	2	CC(=N\O)/C(CN(C)C)=N/O
-5	1	4	-3	O=C(Cn1c(=O)oc2cc(S(=O)(=O)NCc3ccccc3)ccc21)NCc1ccco1
5	1	10	3	COc1ccc(-n2c(Cc3cccn3C)nnc2SCC(=O)Nc2nccs2)cc1
?	1.2	5	?	c1c2c(cc3sc(N4CCOCC4)nc13)OCCO2
3	1	7	-1	COc1ccc(Cl)cc1N1C(=O)C2CCCN2C1c1cccc(F)c1 (centres undefined)
-12	1	3	0	C[C@]12CC[C@@H]3c4ccc(OS(=O)(=O)O)cc4CC[C@H]3[C@@H]1CCC2=O
-10	1	16	-1	CCOc1ccc(C2N(c3cc(Cl)ccc3OC)C(=O)C3CCCN32)cc1OC (centres undefined)
-4	0.98	12	5	Cc1ccc2oc(=O)c3cnn(CC(=O)NC4CCC(C)CC4)c3c2c1 (centres undefined)
?	1.2	7	?	COc1ccc(N(CC(=O)N2CCc3ccccc3C2)S(=O)(=O)c2c(C)nn(C)c2C)cc1
23	1.1	17	-5	Cc1ccc(CNC(=O)CNS(=O)(=O)c2cccc3nsnc23)cc1
-1	0.97	9	3	O=C(NCc1cccs1)c1cccnc1C(=O)O
?	1.1	.	?	O=C(Nc1c(C(=O)N2CCOCC2)cnn1-c1ccccc1)c1ccco1
?	0.98	15	?	O=C(CCNC(=O)Cn1ccc2ccccc2c1=O)NCCN1CCN(c2ccccc2F)CC1
3	1	4	3	COc1ccc(-c2nc(CS(=O)CC(=O)NCc3ccccn3)c(C)o2)cc1 (centres undefined)
0	1.1	10	-11	CCOC(=O)C1CCCN(c2c(NCCCN(CC)c3cccc(C)c3)c(=O)c2=O)C1 (centres undefined)
-7	1	14	9	CCOc1cc(/C=N/n2cnnc2)c(Br)cc1O
?	1.1	4	?	COC(=O)NCCOC(=O)N(O)c1ccc(Br)cc1
-21	1.1	2	3	O=C(COc1ccc2c(c1)OCO2)NC12CC3CC(CC(C3)C1)C2
14	1.1	1	-3	O=C(NCC1CCCO1)c1csc2c1CCCC2 (centres undefined)
?	?	0	?	CCN(CC)C(=O)c1sc2nc(-c3cccs3)cc(-c3cccs3)c2c1N
4	1	9	2	CC(C)OC(=O)c1cc(=O)[nH]c2ccccc12
-30	1	5	4	CCc1nnc(NC(=O)c2cc3c(s2)CCCCC3)s1
-10	1	13	2	COc1cccc(CC(=O)Nn2c(C)nc3ccccc3c2=O)c1
-14	0.97	18	2	Cc1onc(-c2ccccc2Cl)c1C(=O)Nc1cccnc1
-7	0.94	12	-7	CCCCN1C(=O)C(O)(CC(=O)c2ccccc2OC)c2ccccc21 (centres undefined)
11	1	3	-9	Cc1ccccc1NC(=O)CN1C(=O)COc2ccc(Cl)cc21
1	1	15	0	CCOC(=O)c1cc2c(=O)n(C)c3ccccc3c2s1
-14	1	7	10	O=C(O)C1C2C=CC(O2)C1C(=O)NCc1ccc(Cl)cc1 (centres undefined)
-10	1	7	4	Cc1cccc(CS(=O)(=O)Cc2ccc(C(=O)NCc3ccco3)o2)c1
-2	1.1	16	2	COc1ccc(/C=N\n2nnc3ccccc32)cc1
7	1.1	7	-5	Cc1ccc(-c2noc(CCC(=O)N3CCN(c4cccc(C(F)(F)F)c4)CC3)n2)cc1

# A portion of the library; the hit share may differ from the screen's.
